PHOSPHO1 block: blocks human PHOSPHO1 phosphatase activity; 1.1% of 290,000 active; Q8TCT1; recombinant PHOSPHO1, absorbance phosphatase assay; inhibition, % at 13.3 µM; in the data active means inhibition above about 60%
Target sequence (Q8TCT1 whole entry, looked up): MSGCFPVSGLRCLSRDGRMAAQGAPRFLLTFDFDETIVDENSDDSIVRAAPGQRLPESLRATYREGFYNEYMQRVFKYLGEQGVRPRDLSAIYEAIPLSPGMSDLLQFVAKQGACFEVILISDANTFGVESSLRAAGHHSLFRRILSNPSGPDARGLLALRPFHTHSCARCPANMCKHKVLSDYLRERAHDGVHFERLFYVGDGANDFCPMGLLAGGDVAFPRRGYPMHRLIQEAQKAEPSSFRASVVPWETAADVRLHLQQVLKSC
NALP1 inh: blocks the NALP1 inflammasome reconstituted in yeast. inhibition, % at 10 µM. S. cerevisiae NALP1/ASC/caspase-1 growth, X-gal OD620, 72 h. 0.61% of 280,000 active; in the data active means inhibition mostly above about 24%, no sharp cut-off; inactive means mostly below about 32%; further: some compounds called inactive have numbers as strong as hits
FID counter: fluorescent intercalator displacement, NS3 helicase counter-screen. DNA fluorescent intercalator displacement, fluorescence. 0.17% of 290,000 active. inhibition, % at 7.9 µM. AID 1845; in the data active means inhibition above about 37%;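 further: 0% = vehicle and 100% = reference compound; higher means more ethidium bromide displaced from hairpin DNA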
MEKK2wt PB1 HTS: raises or lowers MEK5 binding to wildtype human MEKK2 PB1 domain | Q9Y2U5 | bead flow cytometry, Alexa488-MEK5 binding to MEKK2 WT; actives lie on both sides | binding response (% of control), % at 10 µM | 1.1% of 290,000 active; in the data active means binding response below about 67% or above about 130%
OXTR agonist: activates the human oxytocin receptor; P30559; AID 2435; 0.32% of 320,000 active; activation, % at 3 µM; CHO-OTR cells, Fluo-8 calcium fluorescence; normalized: DMSO 0%, oxytocin 100%;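 active means activation above the mean of all tested compounds plus 3 SD, cutoff set per screening run, cut at about 20% in these data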;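 further: peak over basal fluorescence ratio from a 100 s FLIPR kinetic read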
Target sequence (P30559 whole entry, looked up): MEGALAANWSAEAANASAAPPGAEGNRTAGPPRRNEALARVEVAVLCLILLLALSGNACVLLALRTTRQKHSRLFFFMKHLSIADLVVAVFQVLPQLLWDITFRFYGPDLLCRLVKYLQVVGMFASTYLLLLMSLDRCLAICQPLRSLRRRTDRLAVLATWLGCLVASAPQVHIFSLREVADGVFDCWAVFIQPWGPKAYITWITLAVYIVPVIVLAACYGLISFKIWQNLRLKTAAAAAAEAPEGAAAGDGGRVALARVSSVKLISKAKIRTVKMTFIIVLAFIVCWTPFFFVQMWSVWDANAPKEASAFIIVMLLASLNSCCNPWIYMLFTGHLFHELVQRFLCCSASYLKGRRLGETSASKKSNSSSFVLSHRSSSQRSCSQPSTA
GPR7 antag: blocks human GPR7 receptor signaling; P48145; GPR7-expressing cells, fluorescence antagonist assay; inhibition, % at 4.4 µM; 1.1% of 290,000 active; AID 1861; in the data active means inhibition above about 16%, passing the limit was not always enough;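 further: cells stimulated with the agonist NPW; 0% = agonist with vehicle and 100% = vehicle without agonist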
Target sequence (P48145 whole entry, looked up): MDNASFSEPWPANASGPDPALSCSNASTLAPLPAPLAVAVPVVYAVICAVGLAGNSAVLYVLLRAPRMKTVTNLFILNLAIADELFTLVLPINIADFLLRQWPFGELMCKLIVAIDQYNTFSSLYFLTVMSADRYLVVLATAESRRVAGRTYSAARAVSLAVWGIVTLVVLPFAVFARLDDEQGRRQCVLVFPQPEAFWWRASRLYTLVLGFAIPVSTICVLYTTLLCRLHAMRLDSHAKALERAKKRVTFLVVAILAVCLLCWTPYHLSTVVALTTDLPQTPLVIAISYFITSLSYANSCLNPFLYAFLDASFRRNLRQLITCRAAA
MEKK2 mut-MEK5: signal of MEK5 binding to mutant human MEKK2 PB1 domain | bead flow cytometry, Alexa488-MEK5 binding to MEKK2 mutant | percent response, % at 10 µM | 0.35% of 290,000 active | AID 1530; in the data active means percent response above about 24%, passing the limit was not always enough; further: inactives centre near 1; some results filed as inactive read as strong as hits; reference of the scale not given here
MEKK3 PB1 HTS: MEKK3-MEK5 PB1 interaction, increase or decrease | bead-based flow cytometry, Alexa488-MEK5 binding to MEKK3; actives lie on both sides; 0 = blocked by unlabeled MEK5, 100 = vehicle | binding response (% of control), % at 10 µM | 1.4% of 290,000 active;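 active means binding response more than 3 SD above or below the average of its plate-row segment, actives on both sides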;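 further: Alexa488 bead fluorescence after subtracting the streptavidin-only scavenger bead signal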
M18AAP inhibitor: PfM18AAP enzyme inhibition | 1.2% of 290,000 active | inhibition, % at 7.35 µM | recombinant PfM18AAP, H-Glu-NHMec fluorogenic cleavage;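 active means inhibition above the campaign mean inhibition over all tested compounds plus 3 SD, cut at about 28% in these data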;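 further: 0% = plate median of test compound wells and 100% = 2 mM ZnCl2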
An asterisk follows results filed as active; · = not tested or not shown.

Under each structure: PHOSPHO1 block, NALP1 inh, FID counter, MEKK2wt PB1 HTS, OXTR agonist, GPR7 antag, MEKK2 mut-MEK5, MEKK3 PB1 HTS, M18AAP inhibitor
- C=CCN(C(=O)CCC(=O)Nc1cc(C)on1)C(C(=O)NC(C)(C)C)c1ccc(OC)cc1 (stereo unspecified)
    9, -1, -35, 97, -0.6, 1, -1, 102, -2
- O=C(Cc1ccccc1)NC(C(=O)O)C(O)c1ccc([N+](=O)[O-])cc1 (stereo unspecified)
    28, -3, 0, 103, 1.4, -9, 7, 103, -1
- COc1ccc(OCc2cccc(C(=O)Nc3cc(C)on3)c2)cc1
    -8, 6, -11, 104, -0.5, -9, 1, 104, -6
- CC(=O)c1ccccc1N(C(=O)Cn1nnc2ccccc21)C(C(=O)NCC1CCCO1)c1ccc(N2CCOCC2)cc1 (stereo unspecified)
    30, -2, -35, 98, -1.2, 3, -5, 92, -11
- COC(=O)Cn1nc(-c2ccccc2)c2ccccc21
    -3, 103*, -17, 96, 1.3, -4, -3, 94, 2
- COc1ccc(OCCOC(=O)c2ccc(-n3cnnn3)cc2)cc1
    0, 15, -9, 97, 3.0, 17, 0, 96, 2
- COC(=O)Cc1cccc2c(=O)c3ccccc3oc12
    3, 18, -8, 94, 0.0, -6, -11, 96, -17
- O=C(O)c1cccc(-c2ccc(/C=N/NC(=O)c3cccnc3)o2)c1
    8, 17, -4, 93, 1.1, -5, -1, 98, -3
- Cc1ccccc1N1C(=O)c2ccccc2NC1c1ccncc1 (stereo unspecified)
    -16, 1, 0, 107, 0.9, -6, 6, 105, -4
- CCC(C)[C@H](NC(=O)N1CCC(Cc2ccccc2)CC1)C(=O)O (stereo partly specified)
    25, -40, -26, 99, 0.6, 5, -1, 101, -8
- CCCCOC(=O)CSC1=C(C#N)C(c2ccc3c(c2)OCO3)CC(=O)N1 (stereo unspecified)
    56, 16, -25, 104, -2.4, -2, 2, 102, 8
- COc1ccc(OC)c(-c2c3c([nH]c(=S)c2C#N)CCCC3)c1
    -27, -17, -12, 100, 1.6, -10, 2, 105, 20
- O=C(CSCc1c(F)cccc1Cl)NCCSCc1ccco1
    37, 4, -16, 96, -2.1, -12, -1, 97, 4
- CCN(CC)c1cc(C)c2cc(NC(=O)c3ccccc3OC)ccc2n1
    -19, -6, -3, 111, -0.6, -20, 3, 104, 0
- CCC(Oc1ccccc1)C(=O)NCCCN1CCOCC1 (stereo unspecified)
    -9, -3, 0, 109, 0.3, -9, 3, 102, -3
- COc1ccc(/C=C2/SC(=S)N(CCC(=O)O)C2=O)cc1
    7, 8, -31, 106, 0.1, 8, 3, 104, 8
- COc1ccc(CN(CCC(c2ccccc2)C2CCOC(C)(C)C2)C(C)=O)cc1 (stereo unspecified)
    -6, 21, -42, 100, -2.9, 24*, -2, 101, -18
- CC(=O)c1c(C)[nH]c(C(=O)Nc2ccc(C)cn2)c1C
    2, 2, -3, 101, 0.5, 1, 1, 106, 1
- CCc1ccc(NC(=S)Nc2ccc(S(=O)(=O)Nc3ncccn3)cc2)cc1
    34, 18, 0, 98, 0.9, 4, 3, 100, -4
- Cc1ccc(S(=O)(=O)N2CCCCC2C(=O)O)s1 (stereo unspecified)
    42, 16, -5, 102, 0.4, -20, -5, 100, -12
- CCOC(=O)C1CCN(C(=O)CN(c2ccc(OC)cc2)S(=O)(=O)c2c(C)noc2C)CC1
    20, 16, -31, 116, -0.8, 3, 5, 108, -3
- COc1ccc(/C=N/n2c(SC)nnc(C(C)(C)C)c2=O)cc1OC
    2, 8, -8, 107, -1.2, -5, 7, 106, -1
- COCCNC(=O)C(c1ccncc1)N(C(=O)c1sc(C)nc1C)c1cccc(C)c1 (stereo unspecified)
    24, 3, -8, 100, -0.6, 2, -2, 102, 8
- Cc1ccc(NC(=O)CN2C(=O)N/C(=C/c3ccc(C)o3)C2=O)cc1
    27, 8, -13, 80, -0.6, 2, -10, 79, 5
- CCCCN(C(=O)C1CC(=O)N(Cc2ccc(C)cc2)C1)c1c(N)n(CC(C)C)c(=O)[nH]c1=O (stereo unspecified)
    28, 10, -21, 100, 0.6, -10, 7, 100, 20
- COc1ccc(Cl)cc1S(=O)(=O)N(C)CC(=O)N1CCCC1
    -12, -1, -6, 107, 0.7, -5, 9, 103, 0
- CCOc1ccc(-n2c(N)c(C(=O)NCc3ccco3)c3nc4ccccc4nc32)cc1
    9, 2, -15, 104, -0.5, -16, 6, 108, 20
- Cc1nnc(C)n1/N=C/c1ccccc1
    49, 1, 3, 99, 0.0, 6, 3, 101, -5
- CCN(CC)S(=O)(=O)N1CCC(C(=O)NCc2ccc3c(c2)OCO3)CC1
    14, 26, -11, 106, 0.3, -3, 2, 103, -3
- CCC(Sc1nc2ccsc2c(=O)n1Cc1ccc(C(=O)O)cc1)C(=O)Nc1ccc(C)c(Cl)c1 (stereo unspecified)
    44, 17, -24, 97, 9.1, -3, -2, 101, -3

Single records, from the list above. Order of screens: PHOSPHO1 block	NALP1 inh	FID counter	MEKK2wt PB1 HTS	OXTR agonist	GPR7 antag	MEKK2 mut-MEK5	MEKK3 PB1 HTS	M18AAP inhibitor
CCC(Oc1ccccc1)C(=O)NCCCN1CCOCC1 (stereo unspecified) in the list: -9	-3	0	109	0.3	-9	3	102	-3
COc1ccc(OCCOC(=O)c2ccc(-n3cnnn3)cc2)cc1 in the list: 0	15	-9	97	3.0	17	0	96	2
COc1ccc(/C=N/n2c(SC)nnc(C(C)(C)C)c2=O)cc1OC in the list: 2	8	-8	107	-1.2	-5	7	106	-1

Going on with the list.
Under each structure: PHOSPHO1 block, NALP1 inh, FID counter, MEKK2wt PB1 HTS, OXTR agonist, GPR7 antag, MEKK2 mut-MEK5, MEKK3 PB1 HTS, M18AAP inhibitor
- COc1cccc(-n2c(SCc3c(C)noc3C)nnc2-c2cccc(S(=O)(=O)N(C)C)c2)c1
    17, 6, -22, 101, -1.0, -6, 2, 97, 1
- O=S(=O)(NCCc1ccccc1)c1ccc(Cl)nc1
    -6, 39, -6, 104, 0.6, -13, -1, 104, -4
- O=C(COc1ccccc1F)Nc1ccc2c(c1)OCCO2
    13, -5, -8, 108, 0.5, 4, 5, 104, 0
- CCCCCCC(C)n1cc(C(C)=O)c(=O)n(C)c1=O (stereo unspecified)
    -14, 15, -11, 98, -0.5, -7, -2, 100, -2
- Cn1c(SCC(=O)NCc2cccs2)nnc1-c1ccncc1
    69*, -3, 1, 109, 2.3, -6, 7, 109, -3
- COc1ccc(/C=C(/NC(=O)c2ccccc2)C(=O)N2CCCCC2)cc1OC
    -4, -27, -40, 102, 6.5, -4, -2, 100, 4
- O=C(/C=C/c1cccc([N+](=O)[O-])c1)OCC1CCCO1 (stereo unspecified)
    3, 18, -4, 106, ·, -5, 2, 103, -10
- O=C(Nc1ccccc1Cl)C1CC(=O)N(c2ccccc2)C1 (stereo unspecified)
    -6, 6, -3, 110, -1.3, 2, 2, 110, -10
- COc1ccc(N(CC(=O)NC2CCCCC2)C(=O)c2ccc(C)s2)c(OC)c1
    44, 18, -43, 102, -0.2, 11, -1, 100, 5
- COC(=O)c1c(C)oc2ccc(N(C(=O)c3ccncc3)S(=O)(=O)c3ccccc3)cc12
    41, 28, -23, 94, 1.1, 6, -7, 90, -14
- Fc1ccc(CSc2ncnc3sc4c(c23)CCCC4)cc1
    42, 2, 0, 92, 2.1, 0, -4, 100, -3
- Cc1cc2oc(C(=O)Nc3ccc(S(=O)(=O)Nc4ncccn4)cc3)c(C)c2cc1Cl
    26, 12, -8, 92, ·, -7, -5, 99, 11
- CC(=O)NCCNC(=O)[C@H](Cc1ccccc1)NC(=O)c1cccs1
    10, 10, -6, ·, -0.5, -2, ·, ·, -1
- COc1ccc(C(=O)CCN2CCN(c3ccccc3F)CC2)cc1
    39, 14, 0, 102, 2.2, -14, 1, 99, -4
- Cc1cc(OCC(=O)c2ccc(Br)cc2)ccc1N1C(=O)CCC1=O
    10, 22, -11, 97, 0.9, 0, -5, 98, 3
- O=C(CCn1cccn1)N1CCCC(N2CCN(c3cccc(Cl)c3)CC2)C1 (stereo unspecified)
    23, 6, -31, 98, ·, 0, 2, 100, -7
- O=C(O)CCCCNCc1ccccc1
    8, 40*, 3, 101, 0.4, 4, 4, 101, 4
- O=C(COc1cccnc1[N+](=O)[O-])N1CCN(S(=O)(=O)c2ccc3ccccc3c2)CC1
    -10, 32, -13, 100, 4.5, 0, -1, 102, -5
- Cc1cc(C=C2C(=O)c3ccccc3C2=O)c(C)n1-c1ccc(C(=O)O)cc1
    -97, -4, -5, 66, 0.2, 0, -33, 70, 9
- C(=N\Nc1ccc2nncn2n1)/c1ccco1
    33, ·, -1, 98, 0.9, -10, 0, 100, 34*
- COc1ccc2c(c1)C(NC(C)=O)C(=O)N2CCc1ccccc1 (stereo unspecified)
    35, -2, -28, 98, 0.2, 10, -1, 104, 6
- O=C(Nc1ccccc1)c1cc(-c2ccccc2Cl)no1
    37, -1, -6, 102, 0.5, 21, 0, 101, -9
- COC(=O)C1(O)CC(C(C)C)=NN1C(=O)c1ccccc1 (stereo unspecified)
    -5, 23, -3, 113, 0.2, -7, 9, 116, 9
- COc1ccc(C(=O)Nc2ccc(S(=O)(=O)Nc3cc(C)nc(C)n3)cc2)cc1OC
    24, 0, -6, 90, -0.1, -4, -8, 101, 2
- CCOC(=O)C1(Cc2ccccc2)CCN(Cc2cccn2-c2cccnc2)CC1
    -17, 5, 2, 108, -2.4, 9, -6, 104, 6
- O=[N+]([O-])c1ccc(Oc2cccc3cccnc23)c([N+](=O)[O-])c1
    -19, 16, 3, 111, 1.9, -9, -13, 94, 7
- CCC(C)NC(=O)C1c2ccccc2Oc2ccccc21 (stereo unspecified)
    27, -6, -3, 72, -2.4, -7, -19, 71, -7
- COCCNC(=O)c1cc(-c2ccccn2)nc2ccc(S(=O)(=O)N3CCC(C)CC3)cc12
    33, -11, -25, 109, -0.2, -17, 3, 103, -1
- COc1cc(CNc2nnnn2C)ccc1OCc1c(F)cccc1Cl
    46, 9, -7, 109, 1.3, -9, 7, 107, 0
- O=C1NC2(CCCCCC2)C(=O)N1Cc1ccc(Cl)cc1Cl
    22, -5, -19, 95, -0.7, -7, 1, 97, 9
- Cc1c(N(C)S(=O)(=O)c2cc(C(=O)N3CCCC3)ccc2Cl)c(=O)n(-c2ccccc2)n1C
    33, 2, -19, 100, -0.6, -8, 6, 101, -2
- CC(CC1C(C#N)=C(N)SC(N)=C1C#N)c1ccccc1 (stereo unspecified)
    37, 7, 0, 95, 9.5, 1, -6, 89, 16
- CCC(CC)C(=O)Nc1cccc(S(=O)(=O)c2cccc(NC(=O)C(CC)CC)c2)c1
    -12, 14, -1, 102, -0.4, -6, -5, 92, -3
- CC(C)CCNC(=O)c1cc2c(=O)n3ccccc3nc2s1
    47, 22, -15, 102, -1.8, -13, 2, 99, 1
- CCN1CCN(Cc2c(O)ccc3c(=O)c(-c4ccccc4OC)coc23)CC1
    9, -14, 6, 112, 1.7, 10, 6, 102, -5
- COc1ccc(NC(C)=O)cc1NC(=O)CN1CCN(C(=O)c2ccco2)CC1
    -4, 25, -7, 94, 1.0, -13, 1, 87, 1
- COc1ccc(/C=N/NC(=O)C(=O)N2CCCC2)cc1
    1, -2, -1, 103, -0.4, -8, 0, 105, 1
- CC(C)(C)c1ccc(C(=O)c2c[nH]c(C(=O)NCc3ccco3)c2)cc1
    15, 7, -24, ·, 1.3, 0, ·, ·, -3
- O=C(NCC1CCCO1)c1ccccc1NS(=O)(=O)c1cccs1 (stereo unspecified)
    36, -3, -5, 102, 0.9, -3, -2, 101, -5
- CC(C)c1ccc(S(=O)(=O)c2nnn3c2nc(NCC2CCCO2)c2ccccc23)cc1 (stereo unspecified)
    -25, 14, -11, 101, -0.5, -17, 0, 97, 2
- O=C(c1ccccc1)N1CCN(C(=O)c2ccc3c(c2)OCO3)CC1
    23, 14, -6, 102, 0.9, 7, 2, 102, 0
- O=C(Nc1ccc(OC(F)F)c(Cl)c1)Nc1ccc2c(c1)OCO2
    -1, -18, 8, 117, 8.1, 26*, 4, 116, 2
- Cc1cc(N2CCN(C(=O)/C=C/C(=O)O)CC2)c2ccccc2n1
    ·, -4, 18, 100, 1.5, -8, -2, 104, 0
